# KB-3-1 cytotox: qHTS assay for MDR1-selective chemotherapeutics: Primary screen using the parental adenocarcinoma cell KB-3-1; 1.4% of 400,000 active; KB-3-1 viability, CellTiter-Glo ATP luminescence, 72 h; Potency, µM (doses to about 46.1 µM), inactives show top-dose activity change, negative = cytotoxic, hits mostly cytotoxic; also: potency is read from the fitted curve at half-maximal effect; % is scaled to controls: 0 for no effect and ±100 for the full control effect; nearly all actives have a fitted effect of over 60% in size
#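 KB-3-1 parental drug-naive adenocarcinoma cells in DMEM/10% FBS, incubated 72 h at 37 C with pin-transferred compounds across a concentration series. Viability by CellTiter-Glo luminescence; concentration-response curves fitted after normalization.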
# HT1080-NT tox: qHTS for induction of synthetic lethality in tumor cells producing 2HG: qHTS for the HT-1080-NT fibrosarcoma cell line | HT-1080-NT fibrosarcoma viability, CellTiter-Glo ATP luminescence, 48 h | Potency, µM (series often up to 46.1 µM), inactives show at the highest dose activity, negative = less viability, usual class: cytotoxic | 1.6% of 360,000 active | AID 686970, 2013;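 also: NT is the 2HG producing partner of a matched IDH1 knockdown line; potency is read from the fitted curve at half-maximal effect; 0% = DMSO-treated cells and -100% = media-only wells without cells; nearly all actives have a fitted effect of over 55% in size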
#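 750 cells/well, RPMI + 5% FBS; 2 h settle, compound pin-transfer, 48 h at 37 degrees C. CellTiter-Glo 10 min RT, luminescence. Normalized to DMSO and media-only wells.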
# MCF10A rerep: A quantitative high throughput screen for small molecules that induce DNA re-replication in MCF 10a normal breast cells. MCF 10A DNA re-replication, Hoechst nuclear intensity, 48 h. Potency, µM (doses to about 46.1 µM), inactives show at the top dose activity, positive = re-replication, most hits filed as activators. 2.9% of 350,000 active; also: potency is read from the fitted curve at half-maximal effect; % of control where 0% means no effect; nearly all actives have a fitted effect of over 50% in size
# KB-V1 cytotox: qHTS assay for MDR1-selective chemotherapeutics: Primary screen using the drug-selected MDR subline cells KB-V1; KB-V1 MDR cells viability, CellTiter-Glo, 72 h; Potency, µM (highest dose often 46.1 µM), inactives show at the top dose activity change, negative = cytotoxicity, actives largely listed as cytotoxic; 3.4% of 400,000 active; also: potency is read from the fitted curve at half-maximal effect; % is scaled to controls: 0 for no effect and ±100 for the full control effect; nearly all actives have a fitted effect of over 60% in size
#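 Readout: CellTiter-Glo luminescence, 10 min after addition. Cells: KB-V1 MDR subline, 72 h at 37 degrees C with compound. Analysis: corrected, normalized data fitted to concentration-effect curves.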
# SW480 rereplic: A quantitative high throughput screen for small molecules that induce DNA re-replication in SW480 colon adenocarcinoma cells. SW480 DNA re-replication, Hoechst DNA content imaging, 48 h. AID 624297, 2012. 1.8% of 340,000 active. Potency, µM (highest dose often 46.1 µM), without a hit: at the highest dose re-replication activation, usual class: activators; also: potency is read from the fitted curve at half-maximal effect; % of control where 0% means no effect; nearly all actives have a fitted effect of over 55% in size
#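 Compounds, transferred as 23 nL by pin tool, were incubated with cells for 48 hr; DNA content per nucleus was then quantified by Hoechst staining and fluorescence plate imaging.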
# GLP1R cytotox: qHTS of GLP-1 Receptor Inverse Agonists: Cytotox Screen | HEK293 cAMP-luciferase reporter cells, luminescence, 24 h | Potency, µM (highest dose often 38.3 µM), for inactives: at the top dose activity change, negative = inhibition, actives largely listed as inhibitors | 0.13% of 410,000 active | AID 624418, 2012;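 also: loss of luciferase light is scored as toxicity; potency is read from the fitted curve at half-maximal effect; % is scaled to controls: 0 for no effect and ±100 for the full control effect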
#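 MLSMR compounds, 24 hr on cells at 37 deg C/5% CO2; luminescence after luciferase reagent (12 min RT). Inhibition counted as the undesired cytotoxic outcome.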
# HT1080 IDH1KD tx: qHTS for induction of synthetic lethality in tumor cells producing 2HG: qHTS for the HT-1080-IDH1KD cell line; HT-1080 IDH1 knockdown viability, ATP luminescence, 48 h; Potency, µM (titrated, usually from 46.1 µM), for inactives: top-dose activity, negative = toxicity, hits mostly cytotoxic; 2% of 360,000 active;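 also: potency is read from the fitted curve at half-maximal effect; 0% = DMSO wells and -100% = cell-free medium wells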
#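 Cytotoxicity counter-line: IDH1KD HT-1080, 48 h, CellTiter-Glo. Curves classed by r2, magnitude and activity.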
# IL1B secr inh: qHTS for Inhibitors of Inflammasome Signaling: IL-1-beta AlphaLISA Primary Screen; THP-1 LPS/ATP IL-1B secretion, AlphaLISA, 16 h; active compounds read low; activity change, % at 57.5 µM; 4.7% of 360,000 active; AID 743279, 2014; in the data active = activity change below about -50%; inconclusive = mostly about -30% to -49%; also: % is scaled to controls: 0 for no effect and ±100 for the full control effect
#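 THP-1 cells pretreated 1 hr with compounds (up to 57.5 uM final), then stimulated with LPS (250 ng/mL final) plus ATP (1.25 mM final); secreted IL-1B measured by AlphaLISA after 16 hr, decreased signal indicating inhibition.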
# D3 ag: qHTS of D3 Dopamine Receptor Agonist: qHTS; AID 652048, 2013; max activation, %; 0.58% of 410,000 active; D3R DiscoveRx beta-arrestin cells, luminescence, 90 min; in the data active = max activation above about 30%; also: 0% is about no effect; mostly tested at two doses, the higher about 12 µM
# Target sequence (P35462 whole entry, looked up): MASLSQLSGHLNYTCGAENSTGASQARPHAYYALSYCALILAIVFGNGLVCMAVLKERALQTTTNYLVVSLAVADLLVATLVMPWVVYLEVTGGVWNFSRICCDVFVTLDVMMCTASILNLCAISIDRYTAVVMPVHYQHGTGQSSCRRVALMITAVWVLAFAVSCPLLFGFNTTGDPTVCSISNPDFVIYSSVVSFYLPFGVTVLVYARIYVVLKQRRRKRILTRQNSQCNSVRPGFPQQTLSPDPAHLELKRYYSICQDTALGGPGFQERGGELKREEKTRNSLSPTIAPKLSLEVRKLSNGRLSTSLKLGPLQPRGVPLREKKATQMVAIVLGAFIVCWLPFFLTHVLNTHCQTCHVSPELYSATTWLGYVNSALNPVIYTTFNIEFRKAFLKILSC
#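 Agonist-mode cell screen: cells plated at 1500/well and incubated overnight at 37 °C, then exposed to library compounds for 90 min at 37 °C. Detection reagent was added for 30–60 min at room temperature, and luminescence was read.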
# * = called active by the depositor; i = inactive; ? = inconclusive; · = not tested or not shown; [ ] = dose if it differs, or a comment. Unless noted, calls follow the shape of the dose curve; as a rule, active = well fitted curve in the direction sought with a large enough effect; inconclusive = small, poorly fitted or top-dose-only effect, or another doubt; inactive = no such curve, though single readings can be large; an effect the other way counts as inactive or inconclusive.
SMILES,KB-3-1 cytotox,HT1080-NT tox,MCF10A rerep,KB-V1 cytotox,SW480 rereplic,GLP1R cytotox,HT1080 IDH1KD tx,IL1B secr inh,D3 ag
Cc1ccc2nc(SCC(=O)NCc3ccc(F)cc3)[nH]c2c1,-15.3%,-0.8%,3.6%,5.9%,-2.0%,-0.8%,2.0%,13.0,5.9
COc1ccc(CCCc2nnc(SCC(=O)Nc3nc(C)cs3)n2C)cc1,-21.9%,7.5%,1.3%,-11.9%,0.7%,-3.7%,10.2%,0.5,11.7
CCCCNC(=O)C1(C)CCN1C(=O)c1ccc(F)cc1Cl (configuration not stated),-0.1%,5.3%,·,-0.3%,·,21.6%,25.8%,58.1,4.3
COc1ccc(C(=O)C2CCCN(C3Cc4ccccc4C3)C2)cc1OC (configuration not stated),-1.1%,-12.0%,-1.0%,-14.8%,4.3%,?,-0.5%,0.0,-25.4
COc1cccc(NS(=O)(=O)c2ccc3c(c2)N(C(C)=O)CCO3)c1,-0.7%,-5.7%,11.3%,-5.6%,26.3%,-5.1%,-0.5%,30.7,3.2
O=C(Cn1c(CO)nc2ccccc21)NCCc1ccc(F)cc1,8.3%,-5.6%,11.6%,0.0%,0.3%,-10.3%,-0.8%,-4.7,2.8
O=C(OCC1COc2ccccc2O1)c1ccccc1F (configuration not stated),12.9%,2.8%,26.1%,3.2%,19.5%,7.7%,5.1%,9.9,10.3
CCc1ccc(CN2CCC(Oc3ccc(C(=O)N4CCCCC4)cc3)CC2)cc1,-13.9%,-0.3%,1.9%,-27.3%,?,?,1.1%,i,-10.8
Cc1nc(NC(=O)c2oc3ccccc3c2C)sc1C(=O)N(C)C,-12.3%,-2.8%,?,0.9%,-5.7%,1.1%,?,17.1,-8.6
O=C(Nc1ccccc1)c1ccc(Br)c(S(=O)(=O)Nc2ccccn2)c1,0.0%,0.1%,1.1%,6.5%,-2.5%,8.9%,-1.9%,0.0,5.2
O=C(Nc1ccc(-c2ccco2)cc1)C1CCCN(Cc2ccco2)C1 (configuration not stated),-9.3%,-13.1%,·,-18.8%,·,-2.0%,0.6%,-12.8,-12.4
COCCn1c(SC(C)C(=O)Nc2ncc(Cl)cc2Cl)nc2ccccc21 (configuration not stated),?,-21.8%,-0.8%,?,3.4%,1.3%,-28.3%,-14.3,3.1
COc1cccc(Nc2nc(-c3sc(NC(=O)c4ccco4)nc3C)cs2)c1,-1.8%,-15.0%,3.4%,0.0%,20.3%,-3.8%,-11.2%,-18.4,6.8
Cc1ccc(OCCC(=O)Nc2ccc3c(c2)OCCCO3)cc1,9.4%,0.4%,0.0%,-12.9%,-3.9%,-12.4%,14.1%,1.0,-1.9
Cc1cc(=O)oc2cc(OCC(=O)N3CCN(C(=O)c4ccco4)CC3)ccc12,2.2%,2.9%,-11.6%,-4.5%,-52.1%[inhibitor],-20.9%,2.0%,0.0,5.2
C=C(Cl)COc1ccc2c(CCCC)cc(=O)oc2c1,-8.0%,-3.7%,24.1%,-18.2%,13.0%,99.6%[activator],-2.6%,?,-10.7
CCc1nnc(NC(=O)c2cccc(NC(=O)C(C)C)c2)s1,25.7%,16.6%,1.1%,11.3%,-14.9%,-3.0%,13.8%,?,0.3
COc1ccc(C2(c3ccc(OC)cc3)NC(=O)N(CC(=O)Nc3ccc(N4CCOCC4)cc3)C2=O)cc1,0.9%,-0.6%,-1.5%,3.4%,-66.3%[inhibitor],-12.8%,-1.3%,6.0,3.6
O=[N+]([O-])c1cc(CN2CCCC2)ccc1Sc1ccc(Cl)cc1,?,-26.2%,10.3µM*,?,6.4%,-11.2%,?,-11.9,-12.3
Cc1nc(N(C)Cc2ccccc2)c2nnn(Cc3ccccc3)c2n1,0.5%,-6.9%,1.6%,-28.7%,-21.6%,2.7%,-0.6%,-24.3,2.9
C=CCn1c(SCCOC)nc2c1c(=O)[nH]c(=O)n2C,10.4%,0.0%,-5.2%,1.9%,-9.4%,3.6%,4.5%,8.4,3.2
Cc1ccccc1Nc1c(-c2ccccn2)nc2ccccn12,?,?,?,?,19.0%,?,?,-22.7,-27.9
NC(=O)c1cc2c(s1)-c1cc(Cl)ccc1SC2,-20.3%,?,?,0.0%,9.2%,-8.4%,-15.8%,-4.9,-4.6
CCc1cc(-c2ccc3c(c2)COc2c4ccccc4nn2-3)on1,-8.0%,13.4%,?,-11.8%,-4.0%,-8.3%,0.3%,-17.8,13.9
CCOc1ccc(-c2nnc3ccc(SCC(=O)NCc4ccco4)nn23)cc1,-0.8%,-16.0%,?,16.4µM*,-3.7%,3.1%,?,4.9,-21.1
Cc1nnc(SCC(=O)c2ccc(Br)cc2)s1,1.3%,3.5%,1.3%,1.0%,0.0%,3.9%,11.3%,1.5,0.0
CCCn1c(SCc2nc(-c3cccs3)no2)nnc1-c1ccncc1,-0.8%,-4.1%[9.24 µM],0.7%,?,-2.6%,-11.7%,-7.5%,-1.0,22.2
Cc1ccc(Nc2nc(CSc3nnnn3C)cs2)cc1,-27.6%,10.7%,16.5%,23.1µM*,-3.8%,2.6%,1.3%,-5.0,-0.4
COc1ccccc1/C=C(\C#N)C(=O)Nc1ccc(S(N)(=O)=O)cc1,-2.4%,-0.4%,5.5%,-14.9%,?,1.2%,1.0%,-18.6,-5.1
Cc1[nH]nc2c1C1(C(=O)N(Cc3ccc(Cl)cc3)c3ccccc31)C(C#N)=C(N)O2 (configuration not stated),26.9%,?,-2.6%,-16.1%,0.8%,-9.4%,?,-16.2,-4.0
Cc1ccc(N2C(=O)N(CC(=O)N(C)Cc3ccccc3)C(=O)C2C)cc1 (configuration not stated),2.2%,-4.9%[9.24 µM],-0.2%,2.6%,0.8%,-5.7%,0.6%,-9.6,18.2
O=C(c1c(F)c(F)c(F)c(F)c1F)N1CCN(c2cccc(C(F)(F)F)c2)CC1,?,?,?,?,?,-11.2%,?,-3.8,-3.7
COc1ccccc1N1CCN(C2CCN(C(=O)c3cccc(F)c3)CC2)CC1,-3.6%,6.8%,12.0%,16.4µM*,-2.1%,-6.7%,-0.8%,3.5,-7.3
COC(=O)c1ccc(CSc2ccc(S(=O)(=O)N3CCCCC3)cn2)cc1,-3.7%,9.2%,-2.4%,8.7%,-6.3%,-1.3%,18.3%,28.5,6.3
CCOC(=O)c1c(NC(=O)COC(=O)CCOc2ccc(OCC)cc2)sc(C(=O)N(C)C)c1C,-0.7%,-5.4%,17.8%,-3.0%,-726.1%[inhibitor],-1.9%,4.4%,10.6,-3.6
CCc1cc2c(SCC(=O)c3ccccc3)ncnc2s1,1.4%,6.7%,7.3%,-5.5%,0.1%,7.2%,-1.4%,-3.4,6.3
O=c1[nH]c2ccc(NS(=O)(=O)c3ccc4ccccc4c3)cc2[nH]1,-11.4%,-4.6%,-4.0%,-10.7%,-3.4%,-6.1%,-14.5%,-7.1,5.5
CC(=O)NC(N1CCCCC1)C(F)(F)C(F)(F)C(F)(F)C(F)F (configuration not stated),10.3%,6.9%,2.5%,0.5%,4.1%,4.2%,-18.5%,17.2,-3.3
COC(=O)[C@]1(C)N[C@H](CN(C)C(=O)c2ccc(C(C)(C)C)cc2)[C@@H]2C(=O)N(Cc3ccccc3)C(=O)[C@@H]21,-2.5%,14.8%,-19.2%,?,1.3%,4.7%,6.1%,-10.2,9.8
CCn1cc2nc(SCc3ccccc3Cl)n(CCc3ccccc3)c(=O)c2n1,-9.6%,·,·,-17.8%,·,2.4%,·,·,6.7
Cc1ccc(C(=O)/C=C/Nc2ccc([N+](=O)[O-])cc2Br)cc1,-1.7%,28.5%,24.1%,0.0%,2.1%,4.6%,22.7%,-10.6,5.5
CNC(=O)c1ccsc1NC(=O)C1CCN(S(=O)(=O)c2ccc(Cl)s2)CC1,?,?,?,-4.3%,?,-21.7%,?,22.7,7.0
CC(/C=C/c1ccco1)=N\NC(=O)C(O)c1ccccc1 (configuration not stated),0.5%,-9.4%,23.1µM*,27.1%,0.2%,3.8%,-8.1%,-2.3,-3.2
CCOC(=O)c1ccc(-c2ccc(/C=C(\C#N)C(=O)NCc3cccs3)o2)cc1,-11.6%,-1.2%,2.6%,2.1%,?,55.3%[activator],-2.3%,10.2,-3.9
CN(C)c1ccc(C(CNC(=O)c2ccccc2Cl)N2CCCC2)cc1 (configuration not stated),12.0%,·,·,9.1%,·,-11.3%,·,·,-7.3
Cc1cc([N+](=O)[O-])ccc1NCc1ccccc1,-7.5%,-26.6%,?,?,-1.4%,?,-4.6%,-79.2*,-2.6
O=C(CSc1nc2ccccc2s1)N/N=C/c1ccccc1C(=O)O,-1.5%,1.3%,1.3%,-3.1%,-1.0%,8.3%,-8.4%,44.3,3.1
CCCn1c(N)c(N(CCOC)C(=O)CSc2cc(C)c3ccccc3n2)c(=O)[nH]c1=O,-1.6%,-0.6%,-0.8%,-2.2%,-9.1%,-7.7%,1.0%,12.5,4.0
O=S(Cc1ccc(Br)cc1)Cc1nnc(SCc2ccc(Br)cc2)n1-c1ccccc1 (configuration not stated),16.4µM*,-5.2%,23.1µM*,2.91µM*,?,-2.0%,?,-58.2*,-0.4

# Screening data deposited in PubChem BioAssay by National Center for Advancing Translational Sciences (NCATS).
